TNAP activation fold: stimulation of alkaline phosphatase TNAP activity – biochemical, luminescent, no phosphate acceptor, uHTS, primary screen (AID 1001); purified TNAP, luminescent activation assay, no phosphate acceptor; higher activation fold means a stronger effect; one-dose activation fold at 20 µM; EC50 in µM for titrated hits; hit rate 0.03% among 200,000; in the data active = activation fold from about 3, or a potency from the dose series; inactive = the rest, 99 in 100 with activation fold below about 1.6; also: many of its hits are not listed in these tables
human PMI inhibition: MPI enzyme activity inhibition – biochemical, fluorescence intensity, coupled assay, primary screen (AID 1209). purified PMI enzyme, coupled fluorescence intensity; higher % means a stronger effect. inhibition, % at 20 µM, or IC50 in µM where a hit was titrated. hit rate 0.42% among 190,000;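 also: plate controls were DMSO vehicle for no effect and wells lacking substrate for full effect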
b-catenin transl: modulators of beta-catenin nuclear translocation. hit rate 0.3% among 190,000. AID 1665. HeLa beta-catenin nuclear translocation, immunofluorescence imaging. nuclear translocation activity, % at 5 µM;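 active = nuclear translocation activity above 50% at 5 µM, with a well cell count of 50 or more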;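 also: per-cell ratio of nuclear to cytoplasmic median beta-catenin stain intensity; plate controls were DMSO negative control for no effect and GSK-3 inhibitor IX positive control for full effect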
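Test system: human HeLa cells, native beta-catenin. Compound dosing: 5 µM primary single dose, 0.1% DMSO, 0.02–20 µM confirmation series. Incubation: compound exposure 24 h at 37°C. Detection: beta-catenin immunostaining with DAPI counterstain, 20x imaging, 6 fields/well. Read-out basis: Nuclear/cytoplasmic beta-catenin signal ratio, % activation.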
Autophagy HCS: autophagy modulation, high-content screen. MEF GFP-LC3 puncta imaging; test concentration mostly 10 µM. calls only at 10 µM (by protocol). hit rate 0.98% among 190,000;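 active = percentage of spot-positive cells more than 3 SD above its plate mean, without a fluorescence outlier flag or 80% toxicity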;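 also: spot-positive cell cutoff set from DMSO-treated cells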
Lipid droplet: hepatic lipid droplet formation modulation | AML12 mouse hepatocytes, oleate lipid droplets, BODIPY imaging | inhibition, % at 6.5 µM | hit rate 0.4% among 240,000;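 active = lipid droplet intensity inhibited by at least 50%, with more than 500 cells counted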
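Assay system: AML12 mouse liver cells | Compound dosing: One dose, 6.5 µM compound | Read-out basis: Droplet intensity reduction, % inhibition | Measured by: Fluorescence imaging, 20x objective, two fields per well | Schedule: Overnight treatment with compound plus oleate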
Insulin prom up: MIN6 insulin promoter up-regulation; MIN6 insulin promoter-GFP reporter, high-content imaging; hits give high values; z-score at 5 µM; hit rate 0.3% among 190,000; AID 1625;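 active = z-score above 3 at 5 µM with at least 500 cells counted in the well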
MT stabilizer: microtubule stabilization, imaging screen | HeLa tubulin immunostaining HCS, 24 h; share of cells brighter than vehicle mean+2SD | % tubulin-high responders, % at 10 µM | hit rate 0.83% among 200,000 | AID 2205;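 active = plate Z-score above 3 for both tubulin-high and condensed-nucleus cell shares, with cell loss under 80%, at 10 µM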;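 also: anti alpha tubulin signal scored within the nucleus-defined area of each cell; some results filed as inactive read as strong as hits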
T cell HTS: modulates CD8 T cell binding to vesicles. 2C CD8+ T cell-vesicle binding, flow cytometry; hits give low values. calls only at 7 µM. hit rate 0.068% among 330,000. AID 2052;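 active = response, share of CD8 T cells binding vesicles, and their 90th percentile fluorescence all below set limits, cut at about 80% in these data, passing the limit was not always enough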
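Assay system: 2C TCR transgenic mouse naive CD8+ T cells, MACS-purified | Read-out: CD8+ gate FL2 mean fluorescence as % of same-row positive control | Signal: High-throughput flow cytometry with anti-B7-1 and anti-CD8 staining | Timing: Binding step 1.5 h, 37 °C, antibody labelling 20 min, ice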
PMI inhibition: human PMI inhibitors, high substrate, primary screen, biochemical, fluorescence intensity, high mannose 6-phosphate (AID 1220). recombinant PMI enzyme, coupled fluorescence intensity; higher % means a stronger effect. inhibition, % at 20 µM; hits with a dose series show IC50 in µM. hit rate 0.66% among 190,000
Insulin prom up cell count: further read-out of Insulin prom up, marked with its call; cell count; measured here: cytotoxicity, nuclei count;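 total cells summed across four imaged fields per well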
Lipid droplet cells 6.5 µM: also measured in Lipid droplet; calls as there; cell count; measured here: cell count, cytotoxicity flag;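 cells counted across two imaged fields per well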
b-catenin transl cell count 5 µM: also measured in b-catenin transl; calls as there; cell count; measured here: cell count, cytotoxicity flag
T cell HTS vesicle-bound %: further read-out of T cell HTS, marked with its call; double positive events, %; measured here: CD8+ vesicle-bound cell fraction;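 binding gate set so that unloaded-vesicle control wells show 10% double positive cells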
MT stabilizer Hoechst-high %: further read-out of MT stabilizer, marked with its call; % Hoechst-high responders; measured here: nuclear condensation Hoechst responders;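 share of cells brighter than vehicle mean plus two SD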
MT stabilizer cytotoxicity %: also measured in MT stabilizer; calls as there; toxicity, %; measured here: cytotoxicity by cell density;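 0% = mean cell density of plate MIN control wells and 100% = no cells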
Autophagy HCS cell loss 18 h: recorded beside Autophagy HCS, whose call it bears; toxicity, %; measured here: cell loss, nuclei count;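 cell loss after 18 h compound exposure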
* marks the source's active call; other numbers are inactive results; i = inactive; . = no result given. Rule as the data show it, unless noted: active = inhibition above about 50%; inactive = the rest.

SMILES	TNAP activation fold	human PMI inhibition	b-catenin transl	b-catenin transl cell count 5 µM	Autophagy HCS	Autophagy HCS cell loss 18 h	Lipid droplet	Lipid droplet cells 6.5 µM	Insulin prom up	Insulin prom up cell count	MT stabilizer	MT stabilizer Hoechst-high %	MT stabilizer cytotoxicity %	T cell HTS	T cell HTS vesicle-bound %	PMI inhibition
COCCNS(=O)(=O)c1cc(OC)ccc1OC	1.1	8%	-2.0	888	i	-13	0	684	0.25	1604	3.4	1.2	7.3	i	10	9%
Cc1ccccc1NC(=S)N(Cc1ccco1)C(C)c1ccccn1 (stereo not given)	1.1	8%	-2.0	1103	i	3	-10	748	0.16	1231	2.6	2.3	4.9	i	30	0%
CSc1cccc(NC(=O)CN(C2CCCCC2)S(C)(=O)=O)c1	1	9%	0.2	1156	i	0	31	777	-1.1	1311	2.1	1.3	6.2	i	51	8%
COc1cc(OC)cc(C(=O)NC(=S)NNC(=O)Cc2cccs2)c1	1.8	2%	-2.9	1120	i	4	-3	540	0.94	1489	6.1	2.5	11	i	56	-17%
CSc1n[nH]c2nc3c(c(=O)n12)C1(CCCCC1)Cc1ccccc1-3	.	.	-3.2	1168	.	.	4	677	0.12	1548	.	.	.	i	27	.
O=C(C1CCCO1)N1CCN(S(=O)(=O)c2ccccc2)CC1 (stereo not given)	1.2	3%	3.9	1009	i	-9	-9	495	0.15	2063	4.0	1.4	1.7	i	12	12%
CC(NC(=O)c1ccco1)C(c1cccs1)N1CCN(c2ccc(F)cc2)CC1 (stereo not given)	1.1	0%	-2.4	714	i	-5	.	.	-1.2	677	2.9	0.9	5.4	i	14	-3%
Cc1ccccc1-c1nn(-c2ccc(F)cc2F)cc1CNCCN(C)C	1	15%	-3.0	1060	i	-9	21	703	0.53	1422	4.0	2.9	4.0	i	34	9%
CC(=C1C(=O)c2ccccc2C1=O)N1CCN(CCN=CC2=C(O)CC(C)(C)CC2=O)CC1	1.1	0%	.	.	i	11	-21	669	0.06	1342	2.1	2.3	8.5	i	46	16%
CN1C=C(C(F)(F)F)C=C/C1=C(\C#N)c1nnc2n1CCCCC2	1.1	-9%	-5.7	904	i	-4	.	.	-0.09	1415	1.8	2.7	8.7	i	19	10%
Cc1[nH]nc2c1C(c1ccc(OC(=O)c3ccco3)cc1)C(C#N)=C(N)O2 (stereo not given)	0.9	-5%	.	.	i	19	.	.	.	.	3.5	3.0	0.0	i	36	2%
CCn1c(O)c(C2=c3ccccc3=NC2=O)c2cc(Br)ccc21	0.9	-3%	1.9	981	i	16	-12	645	0.18	1298	7.2	2.6	4.5	i	35	-11%
COc1ccc(CCNc2nc(C)nc3c2oc2ccccc23)cc1OC	1	-6%	12	965	i	13	-10	835	.	.	1.9	1.0	6.6	i	20	-12%
O=C(/C=C/c1ccccc1)NC(=S)Nc1ccc(CN2CCOCC2)cc1	1.1	17%	-0.9	902	i	9	0	560	.	.	2.2	3.4	3.4	i	54	8%
CCc1c(C)nc(Nc2nc(C)c3ccc(OC)cc3n2)[nH]c1=O	2.3	1%	.	.	i	-6	-1	796	-0.54	1051	0.8	1.0	9.4	i	26	-2%
O=C(O)C1(NS(=O)(=O)c2ccc(Cl)cc2)CCCCC1	1.1	3%	-1.0	1257	i	-13	2	725	.	.	1.7	1.0	5.0	i	22	-6%
CCOc1ccc(-n2nc3ccc(NC(=O)c4ccc5c(c4)OCCO5)cc3n2)cc1	1	-6%	.	.	i	3	-15	705	.	.	4.6	1.9	4.2	i	11	-8%
CC(=O)c1cccc(NC(=O)CC2S/C(=N/N=C/c3ccccc3)NC2=O)c1 (stereo not given)	1	-7%	0.3	1101	i	15	-3	748	.	.	1.1	2.4	6.9	i	37	-5%
O=C(CNC(=O)Cn1ccc2ccccc2c1=O)NCCCN1CCCCCC1	1.1	22%	.	.	i	22	17	744	-0.59	1255	4.0	2.6	12	i	22	10%
C=CCC(C(=O)OC)(C(=O)OC)c1ccccc1[N+](=O)[O-]	1.1	-6%	1.4	1496	i	12	3	732	.	.	2.6	1.5	8.4	i	61	-2%
C/C(=N\NC(N)=S)c1cccnc1	.	.	-0.3	1324	.	.	14	694	-0.19	1341	.	.	.	i	21	.
Cc1ccc2cc(/C=N/NC(=O)c3ccc(F)cc3)c(Cl)nc2c1	1.1	-12%	0.9	620	i	-22	-5	755	.	.	2.0	1.6	2.4	i	40	-12%
O=C(Nc1cccc2ccccc12)N1CCN(c2ccc(F)cc2)CC1	1.1	3%	-2.3	1223	i	11	10	694	-1.2	844	5.7	2.3	10	i	37	1%
CC(=O)OC1CC[C@@]2(C)C(CCC3C2CC(=O)[C@@]2(C)C3CC3CC(C)=CC(=O)C32)C1 (stereo not given in full)	.	.	-0.8	1311	.	.	1	785	-0.3	1153	.	.	.	i	27	.
CCOC(=O)C(=O)C1C(=O)Nc2ccccc21 (stereo not given)	.	.	3.4	1027	.	.	-1	694	-0.06	1366	.	.	.	i	29	.
CCOC(=O)c1ccc(COC(=O)CNC(=O)CNC(=O)c2ccc(OC)cc2)o1	1.2	9%	.	.	i	-6	30	730	.	.	2.8	3.5	2.5	i	52	7%
COc1ccc(-n2nnnc2SCC(=O)Nc2nnn(C)n2)cc1	1.2	-8%	.	.	i	1	-6	801	0.52	828	1.5	2.6	5.5	i	23	-12%
Cn1c(CCNC(=O)C(C)(C)C)nc2ccccc21	1	-15%	-2.9	1354	i	-5	.	.	-0.32	1619	8.4	3.4	8.6	i	17	-4%
CC(C)N1C(=O)CCC1C(=O)O (stereo not given)	1	-14%	-1.7	538	i	-25	-3	721	1.1	1194	4.2	2.5	5.3	i	5	-8%
O=C(O)C1CCC(=O)N1Cc1ccc(F)cc1 (stereo not given)	1.1	-2%	1.9	1171	i	-2	4	808	-1.1	866	2.2	1.0	17	i	19	-4%
C=CCSC1=NNC(c2ccc(C(C)(C)C)cc2)=NN1	.	.	0.5	1319	.	.	3	647	-0.32	996	.	.	.	i	32	.
Cc1ccc(-c2nn(C)c(=O)c3ccccc23)cc1CNC(=O)/C=C/c1ccccc1	0.9	-22%	3.0	1365	i	2	.	.	-0.62	804	4.3	1.9	5.7	i	15	-36%
COc1cc(S(=O)(=O)NCc2ccccc2)ccc1F	1.1	9%	.	.	i	1	6	779	.	.	3.6	2.5	6.8	i	20	8%
CSc1ncc(CN2CCN(CC=C(C)C)C(CCO)C2)cn1 (stereo not given)	1.1	3%	-1.6	1228	i	-18	-4	704	-0.67	1347	3.8	2.3	4.1	i	56	2%
CCOC(=O)NN1C(=O)c2ccccc2NC1c1ccccc1O (stereo not given)	1.2	-6%	0.8	1092	i	7	-22	587	-1.1	1408	2.7	1.6	3.4	i	38	-18%
COc1ccc(NC(=O)CSc2nnc(-c3ccccc3C)n2N)cc1	1.6	3%	-3.2	892	i	10	.	.	0.04	1277	3.4	4.9	3.7	i	51	-12%
COc1cc(CNc2ccc(O)cc2)cc(Br)c1OCc1ccccc1	1	41%	5.2	942	i	7	-9	690	0.09	1242	5.7	1.3	8.9	i	3	49%
CCn1c(=NC(=O)c2ccc(N3C(=O)CCC3=O)cc2)sc2c(OC)ccc(OC)c21	1.1	-10%	.	.	i	4	.	.	-0.5	996	6.2	5.0	2.4	i	26	1%
O=C(Nc1ccc(NC(=O)C2CC2)nc1)c1ccncc1	1	6%	-2.5	1373	i	-1	.	.	1.2	1361	3.3	3.3	13	i	30	10%
CCOC(=O)NNc1ccccc1	.	.	-0.8	1193	.	.	-11	713	0.52	1497	.	.	.	i	26	.
CC1(C(=O)NC2CCCC2)CCC(=O)N1Cc1cccs1 (stereo not given)	1.1	-6%	1.0	1415	.	.	.	.	0.03	1561	2.5	2.5	12	i	34	-1%
CC(C(=O)Nc1ccc(S(N)(=O)=O)cc1)N1CCc2ccccc21 (stereo not given)	1.1	1%	-2.0	1031	i	20	11	708	-0.03	1447	1.2	1.2	1.8	i	42	14%
O=C(Nc1cccc(C(F)(F)F)c1)c1cnccn1	1.1	0%	-3.3	1104	i	-5	0	740	-0.54	1545	3.4	1.9	0.2	i	66	-1%
O=C1C=C(c2cccs2)CC(c2cccs2)C1n1cnc([N+](=O)[O-])c1 (stereo not given)	1	-4%	1.7	1392	i	-2	.	.	0.53	1239	2.2	1.9	6.9	i	58	-5%
COc1ccc(N=C2CCCN2CC(N)=O)cc1	1.1	-5%	-1.0	919	i	12	.	.	0.02	1403	1.5	2.3	11	i	57	0%
CC(=O)c1c(C)cc(C)c(CSc2nc(C)cc(=O)[nH]2)c1C	1.1	4%	.	.	i	28	.	.	0.54	1219	2.7	2.7	5.9	i	25	8%
O=C(NCC1CCCO1)/C(=C\c1cccs1)NC(=O)c1ccccc1 (stereo not given)	1.1	7%	-1.8	1083	i	-4	-3	693	0.1	1496	1.9	1.4	9.5	i	18	8%
CN(C)c1ncc(S(=O)(=O)c2ccccc2)c(-c2ccccc2Cl)n1	1.1	10%	-2.7	1386	i	2	.	.	-1.2	1461	3.5	1.2	4.2	i	18	11%

Source: PubChem
